Compound activity as filed in PubChem BioAssay.
BioA inh – blocks M. tuberculosis BioA enzyme activity; purified M. tuberculosis BioA enzyme, plate reader; inhibition, % at 9.99 µM; 0.096% of 360,000 active; in the data active means inhibition above about 40%; inconclusive means no clear call, values can overlap the other calls
UGM FP inh – blocks M. tuberculosis UGM enzyme; 0.06% of 320,000 active; P9WIQ1; inhibition, % at 10 µM; purified UGM, fluorescence polarization probe displacement; in the data active means inhibition above about 10%, passing the limit was not always enough; inconclusive means no clear call, values can overlap the other calls
Target sequence (P9WIQ1 whole entry, looked up): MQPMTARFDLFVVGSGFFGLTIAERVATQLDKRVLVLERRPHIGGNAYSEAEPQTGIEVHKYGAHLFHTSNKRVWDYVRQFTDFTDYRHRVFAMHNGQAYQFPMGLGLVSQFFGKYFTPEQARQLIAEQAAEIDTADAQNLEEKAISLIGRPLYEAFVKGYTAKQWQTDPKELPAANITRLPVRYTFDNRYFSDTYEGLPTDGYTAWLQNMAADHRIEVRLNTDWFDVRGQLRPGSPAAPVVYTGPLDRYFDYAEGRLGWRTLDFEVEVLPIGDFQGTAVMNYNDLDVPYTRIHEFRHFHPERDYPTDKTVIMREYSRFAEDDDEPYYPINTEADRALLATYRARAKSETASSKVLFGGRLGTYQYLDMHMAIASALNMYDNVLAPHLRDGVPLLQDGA
FadD28 FP inh – blocks FadD28 binding to the bisubstrate probe. fluorescence polarization. 0.22% of 360,000 active. inhibition, % at 12.5 µM; in the data active means inhibition above about 8.5%, passing the limit was not always enough; inconclusive means no clear call, values can overlap the other calls
FBA Mtb inh – inhibitors of M. tuberculosis fructose-bisphosphate aldolase | purified M. tuberculosis FBA, fluorescence read-out | inhibition, % at 1 µM | AID 588726 | 2.3% of 360,000 active | P9WQA3; in the data active means inhibition above about 27%;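 further: 0% = vehicle and 100% = reference inhibitor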
Target sequence (P9WQA3 whole entry, looked up): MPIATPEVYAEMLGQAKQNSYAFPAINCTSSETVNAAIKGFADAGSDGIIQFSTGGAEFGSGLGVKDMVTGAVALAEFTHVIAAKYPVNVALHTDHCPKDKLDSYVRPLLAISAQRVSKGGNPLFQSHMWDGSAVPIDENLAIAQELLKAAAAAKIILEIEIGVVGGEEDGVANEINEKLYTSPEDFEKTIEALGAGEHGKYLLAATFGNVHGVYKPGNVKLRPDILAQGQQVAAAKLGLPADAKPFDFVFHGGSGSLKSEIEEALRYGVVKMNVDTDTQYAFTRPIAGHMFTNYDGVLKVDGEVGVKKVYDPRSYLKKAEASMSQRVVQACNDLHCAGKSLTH
BoNT-F LC inh – blocks Botulinum neurotoxin F light chain protease | Multiplex microsphere protease cleavage assay, flow cytometry | inhibition, % at 10 µM | 0.22% of 360,000 active | AID 588497; in the data active means inhibition above about 35%, passing the limit was not always enough; inconclusive means no clear call, values can overlap the other calls; further: plate controls were buffer without enzyme for full effect and enzyme alone for no effect
MazF activator – MazEF (E. coli) toxin RNase activation; FAM/BHQ RNA-DNA oligo cleavage fluorescence, 5 h; activation, % at 20 µM; 0.32% of 350,000 active; AID 504720; in the data active means activation above about 50%
Target sequence (P0AE70 whole entry, looked up): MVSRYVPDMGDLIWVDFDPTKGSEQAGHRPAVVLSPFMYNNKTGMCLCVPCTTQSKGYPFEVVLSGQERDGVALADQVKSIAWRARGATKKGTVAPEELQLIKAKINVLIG
GDH-TPI counter – counter-screen for M. tuberculosis FBA inhibitors: GDH-TPI coupled enzymes | GDH-TPI coupled enzyme counterscreen, NADH absorbance | inhibition, % at 4.8 µM | 1.2% of 360,000 active; in the data active means inhibition above about 30%;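 further: 0% = DMSO wells and 100% = wells lacking the enzyme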
Rv3671c protease – Rv3671c (M. tuberculosis) protease inhibition | P9WHR9 | 0.048% of 320,000 active | inhibition, % at 5.96 µM; in the data active means inhibition above about 38%;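 further: extracellular domain of Rv3671c used as enzyme; 0% = enzyme with DMSO and 100% = no enzyme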
PrPC TRFRET – reduces human prion protein on the cell surface | P04156 | cell surface PrPC, TR-FRET read-out | inhibition, % at 13.8 µM | 0.43% of 370,000 active; in the data active means inhibition above about 24%; further: 0% = median of the test wells and 100% = reference compound wells
The depositor's hits bear a star; ? = inconclusive; · = not tested or not shown.

The opening 3 entries, to show the layout:
item	Compound	BioA inh	UGM FP inh	FadD28 FP inh	FBA Mtb inh	BoNT-F LC inh	MazF activator	GDH-TPI counter	Rv3671c protease	PrPC TRFRET
1	O=C1NC[C@H](c2ccccc2)N(CCc2cccc3ccccc23)C1=O	9.1	1.4	-4.8	0	-3	6	3	-1	5
2	O=[N+]([O-])c1cc(-n2cnnn2)ccc1N1CCC(Cc2ccccc2)CC1	5.8	-0.3	-2.2	-3	-5	-6	1	-5	-4
3	CN(CCc1ccccn1)C(=O)Nc1ccc(Cl)cc1	-0.1	-0.5	-1.0	0	-1	-1	5	-1	-1

Results, from the start:
item	Compound	BioA inh	UGM FP inh	FadD28 FP inh	FBA Mtb inh	BoNT-F LC inh	MazF activator	GDH-TPI counter	Rv3671c protease	PrPC TRFRET
1	O=C1NC[C@H](c2ccccc2)N(CCc2cccc3ccccc23)C1=O	9.1	1.4	-4.8	0	-3	6	3	-1	5
2	O=[N+]([O-])c1cc(-n2cnnn2)ccc1N1CCC(Cc2ccccc2)CC1	5.8	-0.3	-2.2	-3	-5	-6	1	-5	-4
3	CN(CCc1ccccn1)C(=O)Nc1ccc(Cl)cc1	-0.1	-0.5	-1.0	0	-1	-1	5	-1	-1
4	Cc1ccc(-n2c(N)c(-c3nc4ccccc4n3C)sc2=S)cc1	·	3.6	-1.0	0	-15	18	6	1	1
5	COC(=O)c1ccccc1-n1c(C)nc2ccccc2c1=O	1.2	-0.7	0.1	1	-3	-6	-3	1	-3
6	CCn1nnnc1SCC(=O)NCc1ccco1	·	3.2	-1.6	4	-4	-10	9	-3	1
7	COC(=O)Cc1ccc(NC(=O)C(c2ccccc2)c2ccccc2)cc1	·	-1.4	-2.6	-2	-3	8	-3	-8	5
8	COC(=O)[C@]1(Cc2ccccc2)N[C@H](c2ccc(-c3cccc(Cl)c3)c(OC)c2)[C@@H]2C(=O)N(C)C(=O)[C@@H]21	0.6	·	0.3	8	-1	-37	20	·	7
9	CC(C)(C)OC(=O)[C@H](CCCCN)NC(=O)c1[nH]cnc1C(=O)N[C@@H](Cc1ccccc1)C(=O)OCc1ccccc1	4.1	-0.7	-6.3	1	-8	31	2	-9	·
10	Cc1ccccc1Cn1ccc(NC(=O)c2onc(C)c2Cl)n1	0.2	0.8	-0.4	4	-2	8	2	-17	13
11	O=S(=O)(c1ccc(-n2cnnn2)cc1)N1CCNCC1	-0.7	-1.4	-3.0	-1	-7	0	4	-6	-5
12	CC1(C)OC(=O)C(=CNn2cnc3ccccc3c2=O)C(=O)O1	-1.0	0.7	0.5	1	16	-3	15	4	-3
13	CSc1ccc(CNc2cccc3ccccc23)cc1	1.1	1.5	-2.1	18	-4	-12	5	6	3
14	COc1ccc(C(=O)NC(=S)N(C)C2CCCCC2)cc1Br	1.0	-1.1	-0.7	-1	-1	-17	2	7	8
15	Cc1ccc(N(CC(=O)Nc2cccc(C)c2)S(=O)(=O)c2cccc3nonc23)cc1	0.2	1.4	-7.1	2	-2	5	11	-13	-14
16	CSc1ccccc1C(=O)N1CCC2(CC1)CC(=O)c1ccccc1O2	3.5	-4.1	-2.8	5	3	0	0	2	-4
17	COc1cccc(C(C)(O)c2nc(-c3cccs3)cs2)c1 (stereo not given)	-0.6	·	-3.5	-3	4	·	7	·	-6
18	Cc1onc(-c2ccccc2Cl)c1C(=O)Nc1ccc(CN2CCCC2)cc1	-0.4	0.7	-2.6	4	5	12	7	-8	-5
19	CC(C)[C@H](NC(=O)N1CC(=O)Nc2ccccc21)C(=O)N[C@@H](Cc1c[nH]c2ccccc12)C(=O)O	-1.4	1.5	-2.8	0	1	-14	2	-3	-2
20	COc1ccc2nc(N3CCC(O)CC3)c(C#N)cc2c1	-1.9	-1.4	-3.3	12	-3	-7	17	-8	-11
21	CC(C)(C)c1csc(NC(=O)c2c(F)c(F)c(F)c(F)c2F)n1	5.8	-0.5	-1.2	2	-30	12	0	-5	-7
22	Cc1ccc(F)cc1-c1cc(C(=O)NCc2cc(C(F)(F)F)cc(C(F)(F)F)c2)[nH]n1	-1.7	·	-3.2	-5	-3	·	0	·	8
23	COc1ccc(C2=Nc3ccccc3NC(=O)C2N(Cc2ccccc2)C(=O)C2=NNC(=O)CC2)cc1 (stereo not given)	0.0	·	0.6	0	-3	·	·	·	-6
24	COc1ccc2c(c1)CCc1c-2n[nH]c1C(=O)NCCC(C)C	-1.1	-0.2	-0.3	3	5	1	0	-3	9
25	COc1ccc([N+](=O)[O-])cc1N(CC(O)CN(CC(C)C)CC(C)C)S(=O)(=O)c1ccccc1 (stereo not given)	-1.5	-1.3	-0.1	-2	-3	-7	20	3	0
26	Clc1cccc(Nc2nc(N3CCOCC3)nc(N3CCOCC3)n2)c1	0.4	-3.7	-1.0	8	2	-4	9	2	-13
27	COc1ccc(NC(=O)N2CCN(c3nc(-c4cccc(OC)c4)cs3)CC2)cc1	-0.6	-1.6	-3.6	-2	-6	-20	-2	0	6
28	CCC1CCCCN1CC(=O)c1c(C)[nH]c2ccccc12 (stereo not given)	0.1	-1.3	-1.9	4	-23	-9	15	0	-5
29	CC1CN(Cc2nc3c(c(=O)n(C)c(=O)n3C)n2CC(=O)c2ccccc2)CC(C)O1 (stereo not given)	-0.4	0.8	-0.6	-1	-20	3	0	8	-5
30	Cc1c(C(=O)N2CCOCC2)c(S(=O)(=O)Nc2ccc(F)cc2)c(C)n1C	-0.3	-1.2	-3.7	-1	5	9	-4	2	2
31	Cc1ccc(NC(=O)CC2S/C(=N/N=C/C=C/c3ccccc3)NC2=O)cc1Cl (stereo not given)	·	2.3	-1.6	3	11	55*	9	-1	-1
32	CCc1ccc2oc(-c3cc(N)ccc3O)nc2c1	-0.3	-2.6	1.2	-1	-6	0	10	7	1
33	CC1CCCCN1C(=O)COc1ccc(NC(=O)c2ccco2)cc1 (stereo not given)	-2.0	-0.6	-2.5	0	0	6	5	8	4
34	CC(=O)Nc1cc(-c2ccccc2)cn2c(-c3ccc(F)c(Cl)c3)cnc12	-4.7	·	-0.2	4	-4	·	13	·	0
35	O=C(CSc1ccc(Br)c2cccc(Cl)c12)Nc1ccc(S(=O)(=O)Nc2nccs2)cc1	·	0.3	?	-1	4	-6	9	-101	20
36	O=C(CCCn1cncn1)N1CCCC(N2CCN(c3ccc(F)cc3)CC2)C1 (stereo not given)	-0.8	-1.4	-2.0	-3	1	1	-4	-1	-6
37	CCOC(=O)N(c1ccccc1)P1(=S)OCC(C)O1 (stereo not given)	-0.8	0.2	-4.2	-2	-3	0	4	-6	-2
38	Cc1ccc(N(C)S(=O)(=O)c2ccc(-c3cnc(C4CC4)o3)cc2)cc1	-0.8	3.5	-3.3	-4	0	4	1	-6	8
39	CC(OC(=O)[C@@H](NC(=O)c1ccco1)C(C)C)C(=O)Nc1ncc(Cl)cc1Cl (stereo not given in full)	-1.3	-0.4	·	-1	-12	-2	-5	3	2
40	CCOc1ccccc1C(c1c(C)n(C)n(-c2ccccc2)c1=O)c1c(C)n(C)n(-c2ccccc2)c1=O	-0.8	-0.5	-1.5	-6	?	2	-10	-5	4
41	O=c1cc(-c2cccc(Cl)c2)oc2cccc(O)c12	0.1	-2.8	-1.3	6	-7	-13	4	-1	13
42	C=CCNc1nnc(Sc2ncccc2[N+](=O)[O-])s1	·	0.2	-0.9	-1	-6	1	-1	5	-23
43	CC(=O)OCC1=C(C(=O)O)N2C(=O)C(NC(=O)CCn3nc(C)c(Cl)c3C)C2SC1 (stereo not given)	·	0.7	-1.9	1	3	6	-2	-6	5
44	Cc1c(Cl)ccc2c(C(=O)NCCCn3nccc3C)cc(-c3ccccn3)nc12	-1.2	-1.2	-0.9	2	0	-2	7	-1	7
45	COC(=O)C1=C(C)NC2=C(C(=O)CC(C)(C)C2)C1c1ccccn1 (stereo not given)	-0.2	-1.9	-1.6	24	4	3	6	7	0
46	CCCCN1CN(Cc2ccccc2)CNC1=S	-1.1	1.8	1.1	3	2	-16	2	-7	5
47	CC(C)C[C@H](NC(=O)OC(C)(C)C)C(=O)N[C@@H](CO)[C@H](O)[C@@H]1C[C@@H]1C(=O)N1CCCC1	-0.1	-0.2	-1.6	2	-3	9	-4	-3	2
48	Cc1ccc(S(=O)(=O)Cc2ccc(C(=O)NCCc3ccccc3)o2)cc1	0.6	0.3	-2.7	-1	5	7	-7	3	1
49	O=C(O)c1ccc(-c2noc(-c3ccccc3Cl)n2)cc1	2.2	-0.7	-5.8	2	1	1	3	-2	4
50	COc1cc([N+](=O)[O-])cc2sc(NC(=O)c3c(F)cccc3F)nc12	·	2.6	-0.3	1	-4	8	-1	-8	7
51	CN(C)CCNC(=O)c1ccc(-c2nn(C)c(=O)c3ccccc23)cc1	·	-0.6	-2.3	1	-20	-4	9	-7	-9
52	CCOC(=O)C1CCN(C(=O)Nc2ccc3snnc3c2)CC1	72*	-0.8	-0.7	10	3	5	7	-6	3
53	CCN1C(=O)[C@H]2[C@@H](c3ccc(-c4ccc(F)cc4)c(OC)c3)N3CCC[C@@]3(C(=O)OC)[C@H]2C1=O	-1.5	1.6	-0.1	13	0	-5	9	0	3
54	CC1(C)C2CCC1(CS(=O)(=O)N1CCCC1C(=O)O)C(=O)C2 (stereo not given)	0.2	-0.8	-0.7	0	0	12	3	1	-7
55	CCSC1=N/C(=C\C=C2/Oc3ccccc3N2CC)C(=O)S1	2.7	-2.1	-1.8	-8	4	-79	0	1	-2
56	Cc1ccc(S(=O)(=O)N2CCN(C(=O)COC(=O)c3cnc(C)cn3)CC2)c(C)c1	-0.4	3.9	0.2	-3	3	4	-10	-10	0
57	CCNCc1nc2cc(OC)c(OC)cc2c(=O)[nH]1	0.6	3.4	-2.2	1	-4	4	3	2	-10
58	O=C(c1ccc(Cl)cc1Cl)N1CCSCC1	-2.1	0.6	-2.2	0	?	13	5	1	6
59	N#Cc1sc2nc(-c3cccs3)cc(-c3ccc(Cl)cc3)c2c1N	·	0.5	-0.4	7	2	-8	28	-1	-6
60	CCNC(=O)NC(=O)C(C)OC(=O)c1ccc(-n2nc(SC)sc2=S)cc1 (stereo not given)	·	-0.5	-1.7	1	-6	12	11	-9	7

Other records
item	Compound	BioA inh	UGM FP inh	FadD28 FP inh	FBA Mtb inh	BoNT-F LC inh	MazF activator	GDH-TPI counter	Rv3671c protease	PrPC TRFRET
61	COc1ccc(Nc2sc(C(=O)c3ccc(Cl)cc3)c(N)c2C(=O)Nc2ccccc2OC)cc1	-1.7	1.5	3.2	-2	-7	4	19	8	-4
62	COc1ccc(C)cc1S(=O)(=O)N1CCN(C)CC1c1ccccc1 (stereo not given)	-1.2	-2.7	-2.0	6	-7	-3	-4	7	-5
63	CC(C)N1CC=C(c2c[nH]c3ccccc23)CC1	-1.0	-2.0	1.6	2	11	-3	0	1	-10
64	CCOC(=O)CC(=O)CSc1nc(-c2ccccc2)cc(-c2ccc(Cl)cc2)c1C#N	-0.7	0.6	-0.4	1	2	-2	4	-4	-9
65	O=C(COC(=O)c1ccc([N+](=O)[O-])o1)Nc1ccc2c(c1)OC(F)(F)O2	1.5	·	-2.1	0	0	-10	11	·	-29
66	CSc1ncccc1C(=O)Nc1ccc(C)cn1	-0.8	-1.0	-0.1	6	-2	1	4	-1	5
67	O=C(c1cccc(F)c1)N1CCC2(CC1)NCCc1[nH]cnc12	0.1	-0.1	-0.4	1	-4	-8	12	-1	2
68	CN1CC(C(=O)c2ccc(Cl)cc2)C(c2ccc(Cl)cc2Cl)C1 (stereo not given)	-1.5	0.1	-0.6	1	0	-1	-3	-4	-5
69	O=C(OCCCc1cc2ccccc2c(=O)o1)N1CCOCC1	0.9	-0.5	-4.3	1	3	5	15	6	-1
70	O=C(NCc1cccs1)Nc1cccs1	-0.1	-1.0	2.3	-5	1	-4	-6	-2	-3

Some of the entries so far, with each value named:
[44] Cc1c(Cl)ccc2c(C(=O)NCCCn3nccc3C)cc(-c3ccccn3)nc12
  BioA inh: -1.2	UGM FP inh: -1.2	FadD28 FP inh: -0.9	FBA Mtb inh: 2	BoNT-F LC inh: 0	MazF activator: -2	GDH-TPI counter: 7	Rv3671c protease: -1	PrPC TRFRET: 7
[45] COC(=O)C1=C(C)NC2=C(C(=O)CC(C)(C)C2)C1c1ccccn1 (stereo not given)
  BioA inh: -0.2	UGM FP inh: -1.9	FadD28 FP inh: -1.6	FBA Mtb inh: 24	BoNT-F LC inh: 4	MazF activator: 3	GDH-TPI counter: 6	Rv3671c protease: 7	PrPC TRFRET: 0

Outcome played no part in choosing rows; any-hit rate near 4.8%.
